Screens: PubChem BioAssay, several laboratories
HTR5A inv ctr: counter-screen for OPRM1-OPRD1 inverse agonists: human HTR5A inverse agonism; P47898; HTR5A cell line, luminescence; inhibition, % at 9.3 µM; 340,000 tested, 0.083% active; in the data active means inhibition mostly above about 23%, no sharp cut-off; inactive means mostly below about 18%;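 further: 0% = cells with DMSO and 100% = no-cell wells with DMSO; some compounds called inactive have numbers as strong as hits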
Ecoli viability: bacterial growth inhibition, counter-screen for AddAB inhibitors; E. coli V3065 growth, OD600 absorbance, 18 h; inhibition, % at 11.9 µM; 330,000 tested, 0.27% active; AID 449728;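 active means inhibition above the campaign's mean inhibition across all tested compounds plus 3 SD, cut at about 9.9% in these data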;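 further: uninfected addAB+ strain grown without phage in ampicillin broth; 0% = DMSO wells and 100% = ciprofloxacin 0.95 µg/ml wells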
MOR-DOR inv ag: inverse agonists of human mu-delta opioid receptor heterodimerization; cell-based MOR-DOR heterodimer luminescence, inverse agonism; 340,000 tested, 0.21% active; P35372+P41143; AID 504357; inhibition, % at 9.3 µM; in the data active means inhibition above about 22%, passing the limit was not always enough;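 further: 0% = cells with DMSO and 100% = wells without cells with DMSO; values of inactives mirror those of a sister screen read the other way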
AddAB inh: less growth of phage-infected E. coli with AddAB; E. coli expressing H. pylori AddAB, absorbance growth; inhibition, % at 11.9 µM; 330,000 tested, 0.29% active; AID 435030; in the data active means inhibition above about 12%;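 further: 0% = vehicle wells of infected cells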
Mot1-301 SUMO: inhibitors of SUMOylation pathway: yeast Mot1-301 growth rescue; 320,000 tested, 1% active; growth rescue, % at 18.8 µM; S. cerevisiae Mot1-301 growth rescue, ATP luminescence, 38.5C; percent above DMSO median, 100 means doubled;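 active means every valid replicate shows activation above 250% relative to neutral control wells; inactive means the rest, any valid replicate at or below 250%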;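 further: OY570 slx delta 5 strain wells were the positive control but not used for scaling; some compounds called inactive have numbers as strong as hits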
phage Ecoli inh: E. coli growth loss with phage present. growth absorbance. inhibition, % at 11.9 µM. 360,000 tested, 0.26% active; in the data active means inhibition above about 11%
OPRM1-OPRD1 ag: agonists of human mu-delta opioid receptor heterodimerization | AID 504326 | cells, OPRM1-OPRD1 heterodimerization, luminescence | activation, % at 9.3 µM | P35372+P41143 | 340,000 tested, 0.3% active; in the data active means activation above about 18%;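 further: 0% = vehicle-treated cells and 100% = reference agonist; values of inactives mirror those of a sister screen read the other way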
HTR5A ag: counter-screen for OPRM1-OPRD1 agonists: human HTR5A agonism. P47898. HTR5A agonist assay, luminescence, cell-based. activation, % at 9.3 µM. 340,000 tested, 0.61% active; in the data active means activation mostly above about 9.5%, no sharp cut-off; inactive means mostly below about 7.6%;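 further: 0% = cells with vehicle only and 100% = reference agonist; strong numbers were not always called active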
Pemphigus Ab inh: blocks pemphigus antibody binding to human desmoglein-3 | DSG3-coupled beads, scFv-anti-DSG3-GFP binding, flow cytometry; hits give low values | binding (percent of control), % at 10 µM | 310,000 tested, 0.48% active;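 active means binding more than 3 SD below its plate's average and above zero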;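 further: hits lower antibody fragment binding to DSG3; some compounds called inactive have numbers as strong as hits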
Target sequence (P32926 whole entry, looked up, the tested form may be a part): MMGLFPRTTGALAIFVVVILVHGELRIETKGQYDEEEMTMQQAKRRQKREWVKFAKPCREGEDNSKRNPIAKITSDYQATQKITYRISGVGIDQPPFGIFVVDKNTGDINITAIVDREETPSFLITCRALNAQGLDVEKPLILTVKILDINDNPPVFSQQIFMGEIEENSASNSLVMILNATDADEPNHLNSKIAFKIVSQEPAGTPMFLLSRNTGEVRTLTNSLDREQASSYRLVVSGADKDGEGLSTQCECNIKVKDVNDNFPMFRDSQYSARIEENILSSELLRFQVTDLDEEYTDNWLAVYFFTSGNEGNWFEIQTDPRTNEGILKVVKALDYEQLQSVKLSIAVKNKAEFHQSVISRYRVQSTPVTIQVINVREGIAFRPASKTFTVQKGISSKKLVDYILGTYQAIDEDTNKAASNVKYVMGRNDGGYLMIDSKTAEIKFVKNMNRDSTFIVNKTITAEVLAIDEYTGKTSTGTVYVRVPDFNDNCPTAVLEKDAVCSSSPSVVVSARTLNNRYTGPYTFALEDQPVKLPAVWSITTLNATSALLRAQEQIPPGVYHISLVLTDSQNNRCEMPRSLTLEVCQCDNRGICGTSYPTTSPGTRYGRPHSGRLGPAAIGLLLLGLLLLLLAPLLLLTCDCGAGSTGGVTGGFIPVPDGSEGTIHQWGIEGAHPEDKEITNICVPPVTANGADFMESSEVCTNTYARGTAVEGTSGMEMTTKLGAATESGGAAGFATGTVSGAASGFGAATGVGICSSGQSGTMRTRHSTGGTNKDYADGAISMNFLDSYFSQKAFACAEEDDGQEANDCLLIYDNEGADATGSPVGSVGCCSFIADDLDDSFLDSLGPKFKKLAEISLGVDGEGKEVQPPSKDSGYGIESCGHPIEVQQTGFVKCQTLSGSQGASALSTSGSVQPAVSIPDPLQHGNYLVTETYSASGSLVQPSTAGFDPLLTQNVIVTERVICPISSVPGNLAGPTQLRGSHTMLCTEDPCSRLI
PfHsp90 yeast 2: reduces growth (ATP signal) of yeast expressing P. falciparum Hsp90; S. cerevisiae expressing PfHsp90, BacTiter-Glo ATP, 48 h; yeast lacking PDR1 and PDR3 efflux regulators; inhibition, % at 9.4 µM; AID 504621; 310,000 tested, 0.32% active;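 active means every replicate shows inhibition above about 80%, whatever the replicate mean, limit read from the data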;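 further: 0% = DMSO neutral controls and 100% = 20 µM radicicol positive controls; yeast relying on Plasmodium falciparum Hsp90 in place of its own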
PKA-R1A act: activators of PKA-R1A complex; P00514+P68181; PKA-R1A dissociation, Cy5-IP20 fluorescence polarization; scaled: DMSO 0%, 113 µM cGMP 100%; activation, % at 11.4 µM; 340,000 tested, 0.083% active; AID 504707;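 active means percent activation above the mean of all tested compounds plus 3 SD, cut at about 19% in these data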;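 further: higher means more PKAc released from R1A so a rise in polarization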
An asterisk follows results filed as active.

For NC(=O)C1CC(=O)N(c2ccc(OCC(=O)Nc3ccccc3F)cc2)C1 (stereo unspecified) the results were HTR5A inv ctr 29, Ecoli viability 0.2, MOR-DOR inv ag 1, AddAB inh 0.0, Mot1-301 SUMO 0, phage Ecoli inh 0.3, OPRM1-OPRD1 ag -0.3, HTR5A ag 4, Pemphigus Ab inh 102 and PKA-R1A act 5.
For CC1(C)CC(=O)C(C=NCCN2CCN(C(=O)CC3CCCC3)CC2)=C(O)C1 the results were HTR5A inv ctr 12, MOR-DOR inv ag 7, phage Ecoli inh 1.1, OPRM1-OPRD1 ag -1.2, HTR5A ag -6, Pemphigus Ab inh 104, PfHsp90 yeast 2 22 and PKA-R1A act -6.
Screening CS(=O)(=O)c1ccc(-c2cccc(NC(=O)COc3ccc(Cl)cc3)c2)nn1 returned HTR5A inv ctr 18, Ecoli viability 1.3, MOR-DOR inv ag -8, AddAB inh 1.7, Mot1-301 SUMO -17, phage Ecoli inh 1.2, OPRM1-OPRD1 ag 1.6, HTR5A ag 0, Pemphigus Ab inh 76, PfHsp90 yeast 2 -65 and PKA-R1A act -8.
Screening O=C(NCc1ccco1)C1CCN(c2ccc(N3CCOCC3)nn2)CC1 returned HTR5A inv ctr 7, Ecoli viability -1.3, MOR-DOR inv ag 3, AddAB inh -0.1, Mot1-301 SUMO -19, phage Ecoli inh 2.4, OPRM1-OPRD1 ag -0.5, HTR5A ag -2, Pemphigus Ab inh 98, PfHsp90 yeast 2 12 and PKA-R1A act -2.
`CN(CC(=O)NCc1cccs1)S(=O)(=O)c1cccc2cccnc12` gave HTR5A inv ctr -2, Ecoli viability -2.0, MOR-DOR inv ag 8, AddAB inh 2.5, Mot1-301 SUMO -1, phage Ecoli inh 2.7, OPRM1-OPRD1 ag -1.6, HTR5A ag 1, Pemphigus Ab inh 109, PfHsp90 yeast 2 -11 and PKA-R1A act 11.
For COc1ccc(CCNc2oc(-c3ccc(C)cc3)nc2C#N)cc1OC the results were HTR5A inv ctr -9, Ecoli viability -1.0, MOR-DOR inv ag -3, AddAB inh 2.7, Mot1-301 SUMO 5, phage Ecoli inh 2.7, OPRM1-OPRD1 ag 0.7, HTR5A ag 3, Pemphigus Ab inh 103, PfHsp90 yeast 2 -5 and PKA-R1A act 4.
For O=C(CNC(=O)c1ccccc1F)OCC(=O)N1CCCCC1 the results were HTR5A inv ctr -1, Ecoli viability 0.0, MOR-DOR inv ag 5, AddAB inh 1.7, Mot1-301 SUMO -2, phage Ecoli inh 0.4, OPRM1-OPRD1 ag -1.1, HTR5A ag 1, Pemphigus Ab inh 96, PfHsp90 yeast 2 13 and PKA-R1A act 7.
Cc1cc(/C=N/NC(=O)c2ccccc2F)c(C)n1-c1ccccc1 was read as HTR5A inv ctr 8, Ecoli viability -0.5, MOR-DOR inv ag 12, AddAB inh 131*, Mot1-301 SUMO -9, phage Ecoli inh 4.5, OPRM1-OPRD1 ag -1.6, HTR5A ag 6, Pemphigus Ab inh 109, PfHsp90 yeast 2 -12 and PKA-R1A act -9.
Screening COc1ccc(CNCCc2ccccc2)cc1OCC(N)=O returned HTR5A inv ctr 5, Ecoli viability 0.2, MOR-DOR inv ag -9, AddAB inh -2.1, Mot1-301 SUMO -8, phage Ecoli inh 1.5, OPRM1-OPRD1 ag 1.8, HTR5A ag 1, Pemphigus Ab inh 100, PfHsp90 yeast 2 -2 and PKA-R1A act -1.
For N#Cc1ccccc1NC(=O)Nc1cccc(Cl)c1 the results were HTR5A inv ctr 12, Ecoli viability 0.2, MOR-DOR inv ag 10, AddAB inh 4.2, Mot1-301 SUMO -20, phage Ecoli inh 3.7, OPRM1-OPRD1 ag -2.0, HTR5A ag -5, Pemphigus Ab inh 103, PfHsp90 yeast 2 11 and PKA-R1A act -8.
Screening COc1ccc(C2C(C(=O)c3cccs3)=C(O)C(=O)N2CCN2CCOCC2)c(OC)c1 (stereo unspecified) returned HTR5A inv ctr 10, Ecoli viability 1.3, MOR-DOR inv ag 17, AddAB inh 2.4, Mot1-301 SUMO 5, phage Ecoli inh -0.8, OPRM1-OPRD1 ag -3.0, HTR5A ag -3, Pemphigus Ab inh 96, PfHsp90 yeast 2 14 and PKA-R1A act -3.
`CCOC(=O)C1=C(C)OC(N)=C(C#N)C1C1CCCCC1` (stereo unspecified) gave HTR5A inv ctr -15, Ecoli viability 0.0, MOR-DOR inv ag -35, AddAB inh -1.2, Mot1-301 SUMO -23, phage Ecoli inh 0.4, OPRM1-OPRD1 ag 5.9, HTR5A ag 1, Pemphigus Ab inh 98, PfHsp90 yeast 2 1 and PKA-R1A act -4.
For COc1ccc(N2C(=O)C(CC(=O)Nc3ccc(Cl)cc3)N(NC(=O)c3cccc(F)c3)C2=S)cc1 (stereo unspecified) the results were HTR5A inv ctr -2, Ecoli viability -2.5, MOR-DOR inv ag -3, AddAB inh -2.3, Mot1-301 SUMO 15, phage Ecoli inh 0.9, OPRM1-OPRD1 ag 0.6, HTR5A ag 2, Pemphigus Ab inh 93, PfHsp90 yeast 2 -2 and PKA-R1A act -8.
Screening C#Cc1cccc(NC(=O)c2ccc(Cl)cc2Cl)c1 returned HTR5A inv ctr 5, Ecoli viability 0.5, MOR-DOR inv ag -10, AddAB inh 2.2, Mot1-301 SUMO -5, phage Ecoli inh 0.7, OPRM1-OPRD1 ag 1.8, HTR5A ag -1, Pemphigus Ab inh 93, PfHsp90 yeast 2 16 and PKA-R1A act 3.
CC(=O)Nc1cc(Cl)c(N=Cc2ccc(O)cc2O)cc1Cl was read as HTR5A inv ctr 3, Ecoli viability 1.7, MOR-DOR inv ag 1, AddAB inh 4.3, Mot1-301 SUMO 306, phage Ecoli inh 3.6, OPRM1-OPRD1 ag -0.1, HTR5A ag -1, Pemphigus Ab inh 94, PfHsp90 yeast 2 0 and PKA-R1A act 0.

In the list so far, 2 contain four or more nitrogen atoms:
Screening O=C(NCc1ccco1)C1CCN(c2ccc(N3CCOCC3)nn2)CC1 returned HTR5A inv ctr 7, Ecoli viability -1.3, MOR-DOR inv ag 3, AddAB inh -0.1, Mot1-301 SUMO -19, phage Ecoli inh 2.4, OPRM1-OPRD1 ag -0.5, HTR5A ag -2, Pemphigus Ab inh 98, PfHsp90 yeast 2 12 and PKA-R1A act -2.
For COc1ccc(N2C(=O)C(CC(=O)Nc3ccc(Cl)cc3)N(NC(=O)c3cccc(F)c3)C2=S)cc1 (stereo unspecified) the results were HTR5A inv ctr -2, Ecoli viability -2.5, MOR-DOR inv ag -3, AddAB inh -2.3, Mot1-301 SUMO 15, phage Ecoli inh 0.9, OPRM1-OPRD1 ag 0.6, HTR5A ag 2, Pemphigus Ab inh 93, PfHsp90 yeast 2 -2 and PKA-R1A act -8.

New compounds follow.
Screening COc1ccc(C(=O)COC(=O)CNS(=O)(=O)c2ccc(C)cc2)cc1 returned HTR5A inv ctr -15, Ecoli viability -1.3, MOR-DOR inv ag -1, AddAB inh 1.5, Mot1-301 SUMO 2, phage Ecoli inh 2.8, OPRM1-OPRD1 ag 0.3, HTR5A ag -5, Pemphigus Ab inh 124, PfHsp90 yeast 2 -6 and PKA-R1A act 3.
`Cc1nc2c(O)c3c(c(O)c2nc1C)C1C=CC3CC1` gave HTR5A inv ctr 5, MOR-DOR inv ag -107, phage Ecoli inh -0.6, OPRM1-OPRD1 ag 22*, HTR5A ag -1, PfHsp90 yeast 2 -13 and PKA-R1A act 1.
For CC(NC(=O)Nc1cccc([N+](=O)[O-])c1)(C(F)(F)F)C(F)(F)F the results were HTR5A inv ctr 17, Ecoli viability -0.1, MOR-DOR inv ag -17, AddAB inh 3.7, Mot1-301 SUMO -15, phage Ecoli inh 14*, OPRM1-OPRD1 ag 4.2, HTR5A ag -7, PfHsp90 yeast 2 21 and PKA-R1A act 8.
CN(C)c1nc(NCc2ccccc2)nc(SCC(=O)Nc2ccccc2Cl)n1 was read as HTR5A inv ctr 17, Ecoli viability 0.3, MOR-DOR inv ag -16, AddAB inh 3.6, Mot1-301 SUMO 0, phage Ecoli inh 2.5, OPRM1-OPRD1 ag 3.6, HTR5A ag 2, Pemphigus Ab inh 103, PfHsp90 yeast 2 -4 and PKA-R1A act 4.
For CCCCN(C(=O)CSc1nc2ccccc2s1)c1c(N)n(CCCC)c(=O)[nH]c1=O the results were HTR5A inv ctr -21, Ecoli viability 1.9, MOR-DOR inv ag 10, AddAB inh 0.6, Mot1-301 SUMO 12, phage Ecoli inh -2.3, OPRM1-OPRD1 ag -2.1, HTR5A ag 5, Pemphigus Ab inh 92, PfHsp90 yeast 2 14 and PKA-R1A act -14.
Screening CC(=O)Nc1ccc2c(c1)C(=O)N(c1ccc(C)cc1)C2=O returned HTR5A inv ctr -16, Ecoli viability 1.2, MOR-DOR inv ag 7, AddAB inh 3.2, Mot1-301 SUMO -20, phage Ecoli inh 1.1, OPRM1-OPRD1 ag -1.3, HTR5A ag 1, Pemphigus Ab inh 104, PfHsp90 yeast 2 -14 and PKA-R1A act -1.
Screening CS(=O)(=O)CCC(C(=O)N1CCOCC1)N1C(=O)c2cc(Cl)c(Cl)cc2C1=O (stereo unspecified) returned HTR5A inv ctr -6, Ecoli viability 1.0, MOR-DOR inv ag 7, AddAB inh 0.1, Mot1-301 SUMO -5, phage Ecoli inh 1.2, OPRM1-OPRD1 ag -1.2, HTR5A ag 2 and PKA-R1A act -5.
For COc1ccc(-c2cc(=O)c3c(C)cc(O)cc3o2)cc1 the results were HTR5A inv ctr -20, MOR-DOR inv ag 12, phage Ecoli inh 1.9, OPRM1-OPRD1 ag -2.8, HTR5A ag 5, Pemphigus Ab inh 98, PfHsp90 yeast 2 17 and PKA-R1A act -2.
For Cc1ccc(NC(=O)C(=O)NN=C2CCCC2)cc1C the results were HTR5A inv ctr -3, Ecoli viability 1.5, MOR-DOR inv ag 12, AddAB inh 2.2, Mot1-301 SUMO 9, phage Ecoli inh 1.1, OPRM1-OPRD1 ag -2.5, HTR5A ag 6, Pemphigus Ab inh 100, PfHsp90 yeast 2 20 and PKA-R1A act -11.
COc1ccccc1-c1nc2n(n1)C(c1ccc(Cl)cc1)C(C(N)=O)=C(C)N2 (stereo unspecified) was read as HTR5A inv ctr -11, Ecoli viability -1.2, MOR-DOR inv ag 1, AddAB inh 2.3, Mot1-301 SUMO -20, phage Ecoli inh 2.6, OPRM1-OPRD1 ag -0.1, HTR5A ag 3, Pemphigus Ab inh 105, PfHsp90 yeast 2 -18 and PKA-R1A act -11.
Screening Cc1ccc(NC(=O)CSc2ncnc3ccccc23)cc1S(=O)(=O)N1CCCCC1 returned HTR5A inv ctr -24, Ecoli viability -0.8, MOR-DOR inv ag -17, AddAB inh 5.3, Mot1-301 SUMO -2, phage Ecoli inh 0.8, OPRM1-OPRD1 ag 3.1, HTR5A ag 6, Pemphigus Ab inh 104, PfHsp90 yeast 2 22 and PKA-R1A act -6.

Outcome played no part in choosing rows, and some 3.2% of all compounds hit somewhere here.
